# GPR55 LPI antagonism – GPR55 antagonists blocking LPI-driven arrestin recruitment, primary screen, imaging, U2OS, beta-arrestin-GFP, LPI agonist (AID 2013). G-protein coupled receptor 55 (Homo sapiens). 0.13% of 290,000 active. U2OS GPR55 beta-arrestin-GFP translocation imaging, LPI antagonism; higher % means a stronger effect. inhibition, % at 10 µM, or IC50 in µM where a hit was titrated;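 active = spots per cell inhibited over 60%, with over 100 cells counted and total cytoplasm intensity under 500,000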;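 note: U2OS cells stably carrying GPR55 and arrestin-GFP stimulated by 5 µM LPI near EC80; imaged beta-arrestin-GFP aggregate spots per cell after agonist stimulation; plate controls were LPI-stimulated DMSO wells for no effect and DMSO wells without LPI for full effect; some results filed as inactive read as strong as hits; confirmed hits need IC50 under 10 µM and bright autofluorescent wells are also inconclusive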
# HIV fusion peptide – inhibitors of HIV fusion peptide binding, primary screen, biochemical, uHTS, fluorescence dequenching (AID 1986) | cell-free peptide binding, fluorescence dequenching, 30 min; higher % means a stronger effect | one-dose inhibition, % at 20 µM; IC50 in µM for titrated hits | 0.3% of 290,000 active; in the data active = inhibition mostly above about 52%, no sharp cut-off; inactive = mostly below about 76%; note: some results filed as inactive read as strong as hits
# NOD1 NF-kB reporter – NOD1 signaling inhibitors, primary screen, cell-based, luminescence, uHTS (AID 1578). NOD1-driven NF-kB luciferase reporter cells, luminescence; higher % means a stronger effect. inhibition, % at 4 µM; hits with a dose series show EC50 in µM. 1% of 290,000 active; in the data active = inhibition mostly above about 36%, no sharp cut-off; inactive = mostly below about 34%;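 note: HEK-293T reporter cells stimulated with the NOD1 agonist gamma-tri-DAP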
# AID2073 – inhibitors of Mint1-CaV2.2 protein interaction, biochemical, HTRF (AID 2073). one-dose inhibition, % at 20 µM; IC50 in µM for titrated hits. 0.19% of 290,000 active. HTRF protein-protein interaction, Mint1-CaV2.2; higher % means a stronger effect; in the data active = inhibition mostly above about 51%, no sharp cut-off; note: some results filed as inactive read as strong as hits
# KOR beta-arrestin-1 – KOR agonists, beta-arrestin recruitment, primary screen, cell-based, luminescence, uHTS (AID 1777). Kappa-type opioid receptor (Homo sapiens). KOR beta-arrestin recruitment, luminescence; higher % means a stronger effect. activation, % at 10 µM, or EC50 in µM where a hit was titrated. 0.02% of 280,000 active; in the data active = activation above about 50%, passing the limit was not always enough; note: a part of the inactive calls stands beside numbers as strong as those of hits
# KOR beta-arrestin-2 – KOR antagonists, beta-arrestin recruitment, cell-based, luminescence, uHTS (AID 1778) | 0.091% of 290,000 active | KOR beta-arrestin recruitment, luminescence, antagonist mode; higher % means a stronger effect | one-dose inhibition, % at 10 µM; IC50 in µM for titrated hits | Kappa-type opioid receptor (Homo sapiens); in the data active = inhibition above about 50%; note: strong numbers were not always called active
# GPR35 antagonists – GPR35 antagonists blocking zaprinast-driven arrestin recruitment, primary screen, imaging, U2OS, beta-arrestin-GFP, zaprinast agonist (AID 2058); 0.052% of 290,000 active; inhibition, % at 10 µM; hits with a dose series show IC50 in µM; U2OS GPR35 beta-arrestin-GFP translocation imaging, zaprinast antagonism; higher % means a stronger effect; G-protein coupled receptor 35 (Homo sapiens);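 active = inhibition of at least 50% with at least 30 cells and total cytoplasm GFP at most 10,000,000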
# SIAH1 antagonists – Siah-1 peptide-binding antagonists, primary screen, biochemical, fluorescence polarization, rhodamine-plectin, uHTS (AID 1817). E3 ubiquitin-protein ligase SIAH1 (Homo sapiens). Siah-1 / rhodamine-plectin peptide fluorescence polarization; higher % means a stronger effect. displacement, % at 20 µM, or IC50 in µM where a hit was titrated. 0.02% of 290,000 active;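 active = displacement of at least 50% at 20 µM, with a fluorescence ratio check between 0.3 and a set limit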;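 note: plate controls were Siah plus tracer with DMSO for no effect and tracer alone without Siah for full effect; strong numbers were not always called active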
# GPR55 activation – GPR55 agonists via beta-arrestin recruitment, primary screen, imaging, U2OS cells, beta-arrestin-GFP redistribution (AID 1961). U2OS GPR55 beta-arrestin-GFP redistribution imaging; higher % means a stronger effect. 0.048% of 290,000 active. G-protein coupled receptor 55 (Homo sapiens). activation, % at 10 µM, or EC50 in µM where a hit was titrated;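 active = activation above 40% with more than 50 cells counted in the well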;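 note: U2OS osteosarcoma cells stably expressing GPR55 and beta-arrestin-GFP; plate controls were DMSO negative control for no effect and LPI positive control for full effect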
# An asterisk follows results filed as active; . = no result given; [ ] = dose if it differs, or a comment.
# Start of the listing, in advance:
SMILES,GPR55 LPI antagonism,HIV fusion peptide,NOD1 NF-kB reporter,AID2073,KOR beta-arrestin-1,KOR beta-arrestin-2,GPR35 antagonists,SIAH1 antagonists,GPR55 activation
CCOc1ccc(C(=O)Nc2c3c(nn2-c2ccccc2)CS(=O)(=O)C3)cc1,15%,1.3%,-11%,26%,6.0%,-7%,2%,-3%,-0.2%
CCN(CCn1cccn1)C(=O)C1CCC(=O)N(CCc2cccc(F)c2)C1 (configuration not stated),-43%,0.2%,14%,20%,1.7%,-22%,-1%,-1%,0.0%
CCOC(=O)N1CCC(NC(=O)c2cc(S(=O)(=O)N3CCC4(CC3)OCCO4)ccc2F)CC1,23%,-2.7%,-25%,1%,1.2%,-9%,7%,0%,0.0%
CSc1nsc(SCC(=O)Nc2nc3ccccc3s2)n1,10%,6.6%,-18%,5%,-0.3%,.,-6%,2%,-0.4%
Cc1c(NC(=O)c2c(F)cccc2F)c(=O)n(-c2ccccc2)n1C,-2%,0.4%,-4%,2%,-1.9%,30%,7%,-2%,-0.2%
C=CCn1c(SCC(=O)OC)nc2sc3c(c2c1=O)CCN(C)C3,-8%,6.1%,-12%,3%,-0.2%,21%,-4%,1%,-0.1%
O=C(c1cccc2nccnc12)N1CCCC(Nc2ccc(F)c(F)c2)C1 (configuration not stated),10%,-1.7%,-42%,-2%,-2.3%,-2%,4%,2%,-0.1%
Cc1cc(Cl)ccc1OCc1nnc2n1CCCCC2,-3%,-1.2%,-42%,-8%,-1.7%,14%,10%,-5%,-0.7%

# The list itself, from the start:
SMILES,GPR55 LPI antagonism,HIV fusion peptide,NOD1 NF-kB reporter,AID2073,KOR beta-arrestin-1,KOR beta-arrestin-2,GPR35 antagonists,SIAH1 antagonists,GPR55 activation
CCOc1ccc(C(=O)Nc2c3c(nn2-c2ccccc2)CS(=O)(=O)C3)cc1,15%,1.3%,-11%,26%,6.0%,-7%,2%,-3%,-0.2%
CCN(CCn1cccn1)C(=O)C1CCC(=O)N(CCc2cccc(F)c2)C1 (configuration not stated),-43%,0.2%,14%,20%,1.7%,-22%,-1%,-1%,0.0%
CCOC(=O)N1CCC(NC(=O)c2cc(S(=O)(=O)N3CCC4(CC3)OCCO4)ccc2F)CC1,23%,-2.7%,-25%,1%,1.2%,-9%,7%,0%,0.0%
CSc1nsc(SCC(=O)Nc2nc3ccccc3s2)n1,10%,6.6%,-18%,5%,-0.3%,.,-6%,2%,-0.4%
Cc1c(NC(=O)c2c(F)cccc2F)c(=O)n(-c2ccccc2)n1C,-2%,0.4%,-4%,2%,-1.9%,30%,7%,-2%,-0.2%
C=CCn1c(SCC(=O)OC)nc2sc3c(c2c1=O)CCN(C)C3,-8%,6.1%,-12%,3%,-0.2%,21%,-4%,1%,-0.1%
O=C(c1cccc2nccnc12)N1CCCC(Nc2ccc(F)c(F)c2)C1 (configuration not stated),10%,-1.7%,-42%,-2%,-2.3%,-2%,4%,2%,-0.1%
Cc1cc(Cl)ccc1OCc1nnc2n1CCCCC2,-3%,-1.2%,-42%,-8%,-1.7%,14%,10%,-5%,-0.7%
Cc1ccc(NC(=O)C(=O)NCCN2CCN(Cc3ccc([N+](=O)[O-])cc3)CC2)cc1,2%,-3.3%,-6%,0%,-0.8%,-7%,-7%,0%,0.0%
CCCN(c1ccccc1F)S(=O)(=O)c1cc(-c2cc(C)no2)ccc1OC,17%,-1.2%,-8%,12%,-1.6%,8%,1%,2%,0.3%
Cc1ccc(-c2cc(C(=O)N/N=C/C(Br)=C/c3ccccc3)n[nH]2)o1,-17%,-2.5%,32%,-5%,-2.2%,3%,-12%,17%,-0.3%
Cn1cc(/C=C/C(=O)N2CCCC(C(=O)c3cccc4ccccc34)C2)cn1 (configuration not stated),28%,1.8%,-1%,12%,-1.0%,-9%,2%,5%,-0.2%
OC1CCCN(Cc2c3ccccc3cc3ccccc23)C1 (configuration not stated),0%,-0.6%,4%,-3%,3.4%,8%,4%,3%,-0.1%
Cc1csc(NC(=O)c2cc(=O)[nH]c3ccc(S(=O)(=O)N4CCOCC4)cc23)n1,-6%,0.4%,-2%,4%,-4.2%,-17%,-7%,-1%,0.8%
O=S1(=O)CCN2N=C(C3CC3)SC2=N1,8%,1.1%,-17%,34%,-12%,15%,-5%,0%,-0.4%
Cn1cccc1-c1nc2ccccc2n1C,7%,3.0%,-9%,16%,-0.1%,13%,3%,1%,-0.3%
Cc1cc2nc3c(nc2cc1C)C1(C(=O)O)CCC3(C)C1(C)C (configuration not stated),2%,1.5%,-23%,24%,-1.4%,4%,-6%,-5%,-0.1%
Cc1cccc(N2CCN(S(=O)(=O)c3ccc4c(c3)CCN4C(=O)CCC(=O)O)CC2)c1C,-1%,-3.0%,2%,1%,-1.0%,-29%,22%,1%,-0.1%
Cc1cccc(-c2c3c(=O)n(C)c(=O)n(C)c3cn2C2CCCCC2)c1,11%,-2.0%,6%,-3%,2.5%,-15%,15%,0%,0.2%
O=c1[nH]cccc1-c1nc2ccccc2[nH]1,-9%,2.8%,-7%,43%,1.2%,-14%,3%,-5%,-0.1%
COc1cccc(C(C(=O)NC2CCCCC2)N(C(=O)Cc2cccs2)c2ccc(-n3cnnn3)c(OC)c2)c1 (configuration not stated),15%,5.8%,2%,17%,5.6%,-16%,-3%,2%,-0.1%
CCOC(=O)C1CCN(C(=O)Nc2ccc3snnc3c2)CC1,-2%,1.7%,0%,3%,14%,-13%,11%,-3%,0.3%
N#Cc1ccc(OCC(=O)NN2Cc3ccccc3C2=N)cc1,-12%,0.8%,-30%,-4%,15%,-14%,1%,0%,-0.3%
Cn1c(CC(=O)Nc2ccccc2)nnc1SCC(=O)NC1CCCC1,-7%,2.1%,-4%,8%,-1.9%,-4%,-2%,2%,0.0%
CN(C)c1ccc(/C(=N\O)C(F)(F)F)cc1,-8%,0.6%,-3%,7%,-2.1%,-43%,-6%,-4%,1.1%
SMILES,GPR55 LPI antagonism,HIV fusion peptide,NOD1 NF-kB reporter,AID2073,KOR beta-arrestin-1,KOR beta-arrestin-2,GPR35 antagonists,SIAH1 antagonists,GPR55 activation
Cn1c(=O)c2c(nc(CN3CCN(C(c4ccccc4)c4ccccc4)CC3)n2CC(N)=O)n(C)c1=O,-3%,-0.7%,-25%,-4%,.,.,5%,-4%,0.3%
Cc1ccc(-c2nc(-c3ccc(Cl)cc3)sc2CC(=O)O)c(C)c1,14%,9.7%,-22%,6%,0.1%,-32%,6%,1%,0.1%
CCOc1ccc2nc(CN3CCN(Cc4ccsc4)C(CCO)C3)ccc2c1 (configuration not stated),4%,2.6%,-18%,7%,.,-7%[20 µM],-4%,3%,-0.1%
COC(=O)c1cc(NC(=O)c2cccc(C(F)(F)F)c2)c(=O)oc1C,8%,-0.7%,-9%,7%,-0.2%,-16%,8%,-2%,0.2%
CCN(CC)CCNS(=O)(=O)c1ccc(/C=C/C(=O)O)cc1,-6%,-0.8%,-34%,-3%,-3.7%,-5%,1%,-3%,-0.5%
CC(C)C(=O)N1CCN(c2ccccc2NC(=S)NC(=O)c2ccco2)CC1,-8%,-1.0%,-23%,-12%,7.6%,-34%,2%,0%,0.2%
CCCc1[nH]nc2c1C(c1ccc(OC)cc1OC)C(C#N)=C(N)O2 (configuration not stated),7%,0.6%,.,4%,1.2%,-34%,-12%,0%,-0.1%
c1coc(-c2ccnc(-n3cccc3)n2)c1,9%,-0.1%,-29%,12%,-4.3%,-12%,7%,-1%,-0.3%
Cc1ccc(NC(=O)CCNS(=O)(=O)c2cccc3nonc23)cc1Cl,3%,-0.2%,-18%,3%,-9.7%,13%,2%,7%,-0.4%
O=C(C1=C(O)C(=O)N(CCN2CCOCC2)C1c1ccncc1)c1ccco1 (configuration not stated),12%,0.9%,-27%,0%,6.4%,-36%,3%,3%,0.2%
COc1ccc(-c2nc(C#N)c(N3CCCCCC3)o2)cc1,-1%,-6.8%,37%,0%,-2.0%,-13%,-7%,-2%,0.0%
CCC1(CC)Nc2ccccc2C(=O)N1c1ccc(NC(C)=O)cc1,6%,31%,-13%,18%,-5.2%,6%,-2%,0%,-0.3%
CCc1ccc(NC(=S)NC(=O)CC(C)C)cc1,-5%,-3.1%,23%,0%,5.5%,-29%,-9%,-8%,-0.3%
CCOc1ccc2nc(NC3=NC(c4ccc(OC)cc4)CC(=O)N3)nc(C)c2c1 (configuration not stated),-7%,28%,19%,9%,6.1%,-34%,-1%,33%,1.0%
Cc1cc(NC(=O)CSc2nc3ccsc3c(=O)n2Cc2ccccn2)n[nH]1,30%,-0.5%,-6%,-2%,-4.0%,1%,6%,1%,0.3%
O=C(Cn1c(-c2cncs2)nc2ccccc21)NCCc1ccccc1,2%,1.3%,-17%,-5%,.,.,-1%,4%,-0.1%
CC(C)CC(NC(=O)C1CCC(C)CC1)C(=O)NCc1cccnc1 (configuration not stated),13%,0.2%,9%,2%,-3.1%,7%,10%,1%,-0.1%
CCCC(C(=O)NC1CCCC1)N(CC1CCCO1)C(=O)CNS(=O)(=O)c1ccccc1 (configuration not stated),7%,0.5%,-30%,2%,6.5%,-50%,-4%,-4%,-0.2%
O=C(/C=C/c1ccccc1Cl)N1CCN(c2ncccn2)CC1,3%,0.3%,-16%,1%,0.4%,4%,8%,2%,-0.2%
c1ccc(-c2csc(N3CCCCCC3)n2)cc1,14%,16%,-31%,-18%,-2.1%,2%,0%,6%,-0.2%
Cc1cccc(CC2CC(=O)N(c3nc4ccccc4s3)C2=O)c1 (configuration not stated),-4%,1.5%,12%,-9%,1.7%,-52%[20 µM],-10%,-7%,0.2%
COc1ccc(C(=O)C2CCN(C(=S)NCCc3ccc(OC)c(OC)c3)CC2)cc1,-3%,-1.1%,6%,-2%,.,-29%[20 µM],-3%,4%,-0.1%
CCOc1ccccc1C(=O)Nc1ccccc1C(N)=O,-12%,-0.3%,-3%,-1%,-1.5%,-40%,0%,3%,-0.1%
COc1ccc(-c2ccc(=O)n(CC(=O)NC3CCc4ccccc43)n2)cc1OC (configuration not stated),8%,1.1%,-35%,-1%,-4.6%,-15%[20 µM],-1%,6%,-0.1%
C(=C\c1cccc2ccccc12)/c1nnc(-c2cccs2)o1,20%,1.1%,-16%,4%,3.5%,28%,-9%,5%,-0.1%
CCOC(=O)c1ccccc1NC(=O)Nc1ccc(OC)c(OC)c1,-11%,-0.9%,.,-5%,-1.9%,17%,-17%,4%,0.2%
O=C(O)c1cnc(-c2ccccc2)nc1Oc1ccccc1,3%,2.5%,-12%,-1%,2.3%,-6%,-10%,5%,0.2%

# Screening data as filed in PubChem.

# A portion of the library; the hit share may differ from the screen's.
